Screening results (PubChem)
ADAM17 inh: ADAM17 inhibition, QFRET primary screen; actives 0.83% (n = 370,000); inhibition, % at 6.95 µM; recombinant ADAM17, EDANS/DABCYL FRET peptide cleavage; P78536;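 active = inhibition above the mean of compounds lying between control limits plus 3 SD, set per campaign, cut at about 8.5% in these data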;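 also: 0% = DMSO-only wells as the low control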
DAX1 inh-1: inhibitors of human orphan nuclear receptor DAX1 (NR0B1); actives 0.99% (n = 340,000); AID 504766; P51843; inhibition, % at 6.75 µM; HEK293 Gal4-DAX1 luciferase reporter, luminescence;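 active = inhibition above the mean over all tested compounds plus 3 SD, cut at about 4.2% in these data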;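 also: 0% = DAX1-transfected cells with DMSO and 100% = empty-vector control cells with DMSO; inhibition shows as a rise in luminescence from relieved DAX1 repression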
hcDAF12 agonist: activates DAF-12 receptor from parasite H. contortus; HEK293 hcDAF-12 lit1-tk-luc reporter, luminescence; 0% DMSO, 100% Δ7-dafachronic acid; activation, % at 6.8 µM; actives 1.4% (n = 370,000);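 active = activation above the mean of all tested compounds plus 3 SD, cut at about 5.5% in these data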;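 also: 100% = response to 3 µM Δ7-dafachronic acid high control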
hgDAF12 agonist: activates the H. glycines DAF-12 receptor ligand-binding domain; activation, % at 6.8 µM; actives 1.8% (n = 370,000); HEK293 GAL4-hgDAF12 UAS-luciferase reporter, agonist luminescence; normalized to butyrate control;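 active = activation above a cutoff set at the mean of all screened compounds plus 3 SD, cut at about 10% in these data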;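 also: 0% = DMSO wells and 100% = sodium butyrate wells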
FXN GAA850 act: increases GAA850 frataxin promoter reporter activity | AID 540364 | actives 0.56% (n = 360,000) | activation, % at 6 µM | HEK293 lucGAA850 FXN promoter luciferase reporter, 24 h; percent of 10 µM SAHA response;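 active = activation above the average of all compounds screened plus 3 SD, cutoff fixed separately per campaign, cut at about 7.5% in these data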;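 also: 0% = DMSO wells and 100% = 10 µM SAHA wells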
DAX1 inh-2: blocks DAX1 repression of SF-1 activated StAR promoter; HEK293T StAR-luciferase reporter, SF-1/DAX-1 repression relief; AID 652010; actives 1.1% (n = 370,000); inhibition, % at 6.8 µM;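 active = inhibition above the mean over all tested compounds plus 3 SD, cut at about 3.6% in these data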;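 also: 0% = DAX-1 cells with DMSO and 100% = cells lacking DAX-1 with DMSO; higher inhibition means more luminescence from relief of DAX-1 repression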
PLCg1 inh: blocks human PLC-gamma1 enzyme activity; P19174; purified PLC-gamma1, fluorogenic substrate, fluorescence; inhibition, % at 12.2 µM; actives 0.84% (n = 370,000); in the data active = inhibition above about 9.5%
PLC-beta3 inh: blocks human PLC-beta3 enzyme activity; inhibition, % at 12.2 µM; Purified PLC-beta3, fluorogenic substrate, fluorescence; Q01970; actives 0.18% (n = 370,000); in the data active = inhibition above about 11%;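 also: 0% = median of compound wells on plate and 100% = full blocker control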
Target sequence (Q01970 whole entry, looked up): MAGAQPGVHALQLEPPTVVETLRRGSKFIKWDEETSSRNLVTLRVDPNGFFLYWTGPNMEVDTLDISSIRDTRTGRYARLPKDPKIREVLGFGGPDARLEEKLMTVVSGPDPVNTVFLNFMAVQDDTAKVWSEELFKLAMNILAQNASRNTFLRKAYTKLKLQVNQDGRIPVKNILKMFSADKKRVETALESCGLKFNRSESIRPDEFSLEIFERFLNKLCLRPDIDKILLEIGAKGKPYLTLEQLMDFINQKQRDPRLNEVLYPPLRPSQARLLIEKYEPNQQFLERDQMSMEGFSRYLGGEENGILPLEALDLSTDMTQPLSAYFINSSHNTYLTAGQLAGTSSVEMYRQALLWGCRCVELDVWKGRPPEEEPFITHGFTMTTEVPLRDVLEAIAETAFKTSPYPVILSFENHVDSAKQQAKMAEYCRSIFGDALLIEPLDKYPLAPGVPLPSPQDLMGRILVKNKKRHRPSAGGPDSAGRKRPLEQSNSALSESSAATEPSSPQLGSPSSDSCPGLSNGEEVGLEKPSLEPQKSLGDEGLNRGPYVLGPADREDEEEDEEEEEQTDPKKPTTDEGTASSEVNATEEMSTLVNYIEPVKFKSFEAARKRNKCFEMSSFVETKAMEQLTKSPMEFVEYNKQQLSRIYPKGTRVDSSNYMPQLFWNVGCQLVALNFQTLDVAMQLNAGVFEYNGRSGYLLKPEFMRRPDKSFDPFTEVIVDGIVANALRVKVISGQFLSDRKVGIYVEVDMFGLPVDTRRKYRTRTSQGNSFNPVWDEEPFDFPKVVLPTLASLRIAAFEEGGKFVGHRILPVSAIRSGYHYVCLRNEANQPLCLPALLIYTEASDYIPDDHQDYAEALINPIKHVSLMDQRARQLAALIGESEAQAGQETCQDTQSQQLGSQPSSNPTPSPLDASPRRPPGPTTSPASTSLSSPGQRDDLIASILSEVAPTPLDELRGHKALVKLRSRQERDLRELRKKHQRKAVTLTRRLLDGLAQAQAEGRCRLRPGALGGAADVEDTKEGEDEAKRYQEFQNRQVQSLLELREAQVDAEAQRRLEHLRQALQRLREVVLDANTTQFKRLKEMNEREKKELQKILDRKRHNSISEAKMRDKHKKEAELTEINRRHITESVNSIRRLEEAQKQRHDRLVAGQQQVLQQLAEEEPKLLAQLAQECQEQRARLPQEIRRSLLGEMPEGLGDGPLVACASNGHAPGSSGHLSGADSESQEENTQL
ADAM10 inh: inhibitors of human ADAM10 | O14672 | recombinant ADAM10, EDANS/DABCYL FRET peptide cleavage, 3 h | inhibition, % at 7 µM | actives 0.62% (n = 370,000) | AID 720582;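 active = inhibition above a per-campaign cutoff equal to the mean of compounds falling between control-based bounds plus 3 SD, cut at about 20% in these data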;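 also: 0% = DMSO wells while the 100% control is not disclosed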
ssDAF12 agonist: S. stercoralis DAF-12 activation, primary screen; HEK293 ssDAF-12/GRIP1 lit1-tk-luc reporter, luminescence; % of 3 µM dafachronic acid response; activation, % at 6.8 µM; actives 1% (n = 370,000); AID 652126;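 active = activation above the mean over all tested compounds plus 3 SD, cut at about 0.9% in these data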;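 also: 0% = DMSO-only wells and 100% = 3 µM delta7-dafachronic acid wells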
sPLA2-III inh: Inhibits HGIII-sPLA2 liposome hydrolysis, primary screen; Q9NZ20; QFRET BODIPY PC-A2 liposome hydrolysis, fluorescence; inhibition, % at 12.2 µM; actives 0.56% (n = 370,000);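 active = inhibition above mean plus 3 SD of compounds lying within the high and low control bounds, cut at about 19% in these data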;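 also: 0% = median of test compound wells and 100% = no enzyme DMSO wells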
* marks the source's active call; other numbers are inactive results; nt = not tested or not shown.

Compound,hcDAF12 agonist,FXN GAA850 act,DAX1 inh-1,ADAM10 inh,PLCg1 inh,sPLA2-III inh,hgDAF12 agonist,ssDAF12 agonist,DAX1 inh-2,ADAM17 inh,PLC-beta3 inh
CN(C)CCCn1c(SCC(=O)N2CC(=O)Nc3ccccc32)nc2ccccc2c1=O,-1.3,-1.4,-0.6,-17,0,2,1.3,-1.4,0.3,-8,-5
c1ccc(-c2cccc(-c3ccccc3)n2)cc1,-1.7,1.1,1.9,1,5,2,0.0,-1.6,0.3,1,-2
CC1CC(C)CN(C(=O)C2CCN(C(=O)Nc3ccccc3)CC2)C1 (centres undefined),-1.0,1.0,0.9,-12,5,6,5.0,-1.1,0.8,-9,1
CC(=O)Nc1ccc(S(=O)(=O)NC2(c3ccccc3)C(=O)N(C)C(=O)N(C)C2=O)cc1,-1.9,-1.1,3.8,0,-2,-6,-1.8,-0.8,-1.6,-2,1
CCOC(=O)CSc1nc(-c2ccccc2)ns1,-0.1,0.1,-0.2,9,4,-32,2.8,-0.5,-1.0,2,-2
CCOC(=O)c1c(S(=O)(=O)NCC(=O)Nc2ccc(OC)cc2)c(C)n(C)c1C,0.2,0.2,0.4,-385,5,2,-2.8,-1.1,0.4,-2,-5
CCN=C(NCC)SC1CC(=O)N(c2cccc(OC)c2)C1=O (centres undefined),-0.7,1.3,-0.3,0,-1,2,-2.4,-2.0,0.4,-3,5
Cn1c(O)c(N=Nc2ccccc2[N+](=O)[O-])c2ccccc21,11*,5.2,2.0,0,-1,-1,11*,2.6*,0.9,0,-4
COc1cc2c(cc1OC)C1=C(C#N)CN(CC(=O)O)CN1CC2,-0.2,1.8,0.8,-282,-221,-4,-3.8,-1.6,-0.4,-86,-269
Cc1cc(C)c(S(=O)(=O)N2CCC(C(=O)NCc3ccncc3)CC2)c(C)c1,1.4,1.7,0.9,-2,-3,-5,-0.9,-0.7,0.4,-2,-9
N#Cc1cnn2c(C(F)(F)F)cc(-c3ccccc3)nc12,-1.1,1.7,-0.2,-58,-95,1,-2.3,-1.6,0.0,-23,-128
OC(COc1ccc(Cl)cc1)CN1CCN(c2ccccc2)CC1 (centres undefined),2.4,1.8,-1.1,2,-2,1,0.3,-0.6,-0.3,3,4

Some values from the results shown.
hcDAF12 agonist, `COc1cc2c(cc1OC)C1=C(C#N)CN(CC(=O)O)CN1CC2` → -0.2
PLCg1 inh, `CCOC(=O)c1c(S(=O)(=O)NCC(=O)Nc2ccc(OC)cc2)c(C)n(C)c1C` → 5

Following part
Compound,hcDAF12 agonist,FXN GAA850 act,DAX1 inh-1,ADAM10 inh,PLCg1 inh,sPLA2-III inh,hgDAF12 agonist,ssDAF12 agonist,DAX1 inh-2,ADAM17 inh,PLC-beta3 inh
Cc1ccc(-n2c(-c3ccccc3)c[nH]c2=S)cc1,-0.7,0.4,2.5,8,1,20*,0.0,0.1,-1.8,5,1
CCOC(=O)c1c(CC(C)C)csc1NC(=O)COC(=O)C1=NNC(=O)CC1,-0.7,3.1,2.6,0,1,-1,0.1,-0.9,-0.7,-2,-5
COc1ccc(C2C3=C(CC(C)(C)CC3=O)Nc3nc(C)nn32)cc1OC (centres undefined),0.2,-0.5,nt,-20,-3,-9,0.1,-1.0,0.1,-5,-8
Cc1oc2ccc(Br)cc2c(=O)c1-c1nn[nH]n1,-0.1,4.3,-0.5,-2,-2,1,-2.0,-1.6,0.0,-3,3
Cc1cc(C)cc(C(=O)NCC(=O)OCC(=O)NCc2ccco2)c1,-1.4,-2.7,-0.5,4,-1,-2,-0.7,-0.7,-0.3,-2,-4
COc1ccccc1CN1CCCC(CN(CCN(C)C)C(=O)c2ccc(C)cc2)C1 (centres undefined),2.1,0.3,0.8,-2,0,4,1.2,-1.0,0.4,-5,-5
Clc1cc(NCc2cccs2)ccc1N1CCOCC1,1.1,1.0,0.1,-6,-8,8,8.8,-0.4,0.9,-3,-11
CN(C)c1ccc(/C=N/NC(=O)c2ccccn2)cc1,5.4,-0.4,0.9,1,-21,4,12*,1.3*,2.7,-2,-25
CC#CCNCc1ccccc1,-1.0,-0.8,1.6,5,1,7,-2.4,-0.2,-0.2,-2,5
NS(=O)(=O)c1cc([N+](=O)[O-])ccc1NCc1cccnc1,-0.8,3.6,-0.9,9,2,1,-0.5,-0.9,-0.1,4,-4
O=C1CN(C(=O)CCN2CCOCC2)C(c2ccccc2)c2cc(Br)ccc2N1 (centres undefined),2.1,-0.4,-0.2,10,2,4,2.3,-1.4,0.1,-1,1
O=C(CC1NC(=O)NC1=O)Nc1ccccc1 (centres undefined),-0.2,0.1,0.3,-12,-2,1,0.8,-1.8,-0.1,-5,-1

Compound,hcDAF12 agonist,FXN GAA850 act,DAX1 inh-1,ADAM10 inh,PLCg1 inh,sPLA2-III inh,hgDAF12 agonist,ssDAF12 agonist,DAX1 inh-2,ADAM17 inh,PLC-beta3 inh
CCOC(=O)N1CCN(c2ccc([N+](=O)[O-])cc2F)CC1C (centres undefined),-0.7,1.4,0.0,1,-4,-5,-2.1,-0.9,-1.4,1,-2
O=C(CN1CCN(C/C=C/c2ccccc2)CC1)NCc1ccc(Cl)cc1,-1.7,-0.2,-1.6,-4,0,-10,-1.6,-1.0,-0.4,-3,-8
CCCS/C(N)=N/N=C/c1ccccc1O,3.8,6.9,4.2,-9,-66,17,10,0.0,1.5,-5,-82
O=C(Nc1ncn[nH]1)c1cccc(S(=O)(=O)N2CCOCC2)c1,-1.5,3.0,-0.3,6,2,-7,-4.2,-0.9,-0.2,1,2
O=C(Cc1noc2ccccc12)Nc1ccc(Cl)cc1,-1.3,1.3,2.4,-2,3,-10,0.9,-1.6,0.3,1,4
COCCn1c(=S)[nH]c2sc3c(c2c1=O)CCC(C)C3 (centres undefined),0.6,2.4,0.5,4,-1,9,-0.6,-1.1,0.2,1,-10
Cc1ccc(S(=O)(=O)N2C[C@]3(O)C[C@@H]4C(=O)N(c5ccccc5)C(=O)[C@@H]4C[C@]3(OC(=O)NCC3CCCCC3)C2)cc1,1.3,0.3,1.2,-5,3,-9,5.4,-0.3,2.7,-1,1
CN(C)c1ccc(CNC(=O)/C=C/[C@H]2O[C@@H](n3ccc(=O)[nH]c3=O)[C@H](O)[C@@H]2O)cc1,-0.1,nt,nt,-8,0,4,0.7,-0.9,-0.7,-3,1
N#Cc1ccc(Cn2ccnc2C(=O)Nc2ccccc2)cc1,-1.8,3.2,0.8,-5,1,1,0.4,-1.3,0.0,0,-1
CCOC(=O)c1cc(C(=O)OCC)c(=O)[nH]c1C,-0.3,2.5,-0.3,-11,0,1,-1.8,-1.3,-0.1,-3,1
Cc1cccc(N2CCN(C(=O)CCC(=O)N3CC(C)Oc4ccc(C)cc43)CC2C)c1 (centres undefined),-0.4,-0.4,1.0,-4,1,3,2.7,-1.3,0.8,0,0
C/C(=N\NC(=O)Cc1cccn1C)c1ccc([N+](=O)[O-])cc1,0.3,1.9,nt,-3,-3,-4,1.8,0.0,-0.2,-5,-11

Compound,hcDAF12 agonist,FXN GAA850 act,DAX1 inh-1,ADAM10 inh,PLCg1 inh,sPLA2-III inh,hgDAF12 agonist,ssDAF12 agonist,DAX1 inh-2,ADAM17 inh,PLC-beta3 inh
Cc1ccc(C(=O)Nc2ccc(C(=O)N/N=C/c3ccccn3)cc2)cc1,-2.5,0.5,-1.5,-4,-3,1,1.3,-0.8,-0.7,-2,-12
CC(NCc1ccc(S(N)(=O)=O)cc1)C(=O)Nc1cccc(Cl)c1 (centres undefined),-0.6,1.8,0.2,6,2,-3,1.7,-2.1,-0.3,0,-5
COC(=O)c1c(C)n(-c2ccccc2)c2ccc(O)cc12,0.0,5.0,0.6,12,-3,-17,-1.1,-1.9,-1.6,4,-4
O=C(O)C1C2CCC(O2)C1C(=O)Nc1ccc(Br)cc1F (centres undefined),-0.9,3.7,1.1,9,1,0,4.0,-1.5,0.3,-1,1
COc1ccc(CC(=O)NCC2CCCN(Cc3cc(OC)cc(OC)c3)C2)cc1 (centres undefined),-0.2,1.7,-0.5,7,13*,6,1.9,-0.9,-0.2,8,1
CSCCC(c1nc2ccccc2[nH]1)n1c(=O)c(-c2ccco2)nc2ccccc21 (centres undefined),1.2,nt,nt,-67,-52,13,0.9,0.2,-0.4,-21,-74
S=C(NC12CC3CC(CC(C3)C1)C2)N1CCCC1,-2.8,9.4*,0.7,6,4,5,-3.7,-1.2,0.4,0,1
Cc1c(C(=O)NC(C)c2ccccn2)oc2c(Cl)cccc12 (centres undefined),5.2,2.2,-1.5,3,0,-7,-0.7,-0.3,-0.8,0,-1
COc1ccc(NC(=O)c2ccc3ccccc3c2)cc1NS(=O)(=O)c1ccc(F)cc1,-1.8,0.0,-0.6,5,-3,-28,1.2,-2.0,0.3,-6,-4
CCOc1ccc(C2=CSC3=NCCN23)cc1[N+](=O)[O-],-1.2,-0.4,0.6,9,5,-9,0.6,-1.5,0.4,-1,4
COc1ccc(OC)c(N(CC(=O)NCCSCc2ccc(C)cc2)S(C)(=O)=O)c1,-0.7,1.0,-1.0,1,0,-7,-0.7,-1.4,0.5,-3,-3
CC(C)OC(=O)c1cc(C(=O)c2cc(Cl)ccc2O)coc1=N,-1.1,0.4,0.3,-74,-28,-20,-0.7,-0.8,0.0,-23,-29
CCC(CC)C(=O)Nc1ccc(C)cc1O,-1.2,2.9,0.5,3,4,-3,0.8,-1.0,0.9,1,4
Cc1ccc(N2CCN(C(C(=O)Nc3c(C)cccc3C)c3cccc(F)c3)CC2)cc1 (centres undefined),0.0,nt,nt,-11,2,8,3.6,-0.7,1.7,-1,3
